Bioassay records as filed in PubChem.
IDE cell inh: inhibits human insulin-degrading enzyme in HEK cells. FAbetaB cleavage, fluorescence polarization. inhibition, % at 5.59 µM. 320,000 tested, 0.41% active;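 active = percent inhibition above the average of all tested compounds plus 3 SD, set per screening campaign, cut at about 16% in these data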;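 note: IDE supplied by intact live HEK cells; FP after avidin binding of uncleaved biotin substrate so inhibition keeps polarization high; 0% = DMSO wells and 100% = 60 µM reference IDE inhibitor Ii1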
MEKK2mut PB1 HTS: signal of MEK5 binding to mutant human MEKK2 PB1 domain; bead flow cytometry, Alexa488-MEK5 binding to MEKK2 mutant; percent response, % at 10 µM; 290,000 tested, 0.35% active; in the data active = percent response above about 24%, passing the limit was not always enough; note: inactives centre near 1; some results filed as inactive read as strong as hits; reference of the scale not given here
MEKK2wt PB1 HTS: raises or lowers MEK5 binding to wildtype human MEKK2 PB1 domain. 290,000 tested, 1.1% active. bead flow cytometry, Alexa488-MEK5 binding to MEKK2 WT; actives lie on both sides. AID 1531. binding response (% of control), % at 10 µM; in the data active = binding response below about 67% or above about 130%
pCIP destab: p/CIP protein destabilization; F442A p/CIP-EGFP cells, EGFP fluorescence, 16 h; 290,000 tested, 0.01% active; Q05BA5; decrease of EGFP signal, % at 10 µM;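 active = EGFP signal decrease of at least 30% at 10 µM or well 3 SD below plate mean, unless failing retest; inactive = the rest, including hits failing retest or dose response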; note: some compounds called inactive have numbers as strong as hits; many of its hits are not listed in these tables
Target sequence (Q05BA5 1-1403): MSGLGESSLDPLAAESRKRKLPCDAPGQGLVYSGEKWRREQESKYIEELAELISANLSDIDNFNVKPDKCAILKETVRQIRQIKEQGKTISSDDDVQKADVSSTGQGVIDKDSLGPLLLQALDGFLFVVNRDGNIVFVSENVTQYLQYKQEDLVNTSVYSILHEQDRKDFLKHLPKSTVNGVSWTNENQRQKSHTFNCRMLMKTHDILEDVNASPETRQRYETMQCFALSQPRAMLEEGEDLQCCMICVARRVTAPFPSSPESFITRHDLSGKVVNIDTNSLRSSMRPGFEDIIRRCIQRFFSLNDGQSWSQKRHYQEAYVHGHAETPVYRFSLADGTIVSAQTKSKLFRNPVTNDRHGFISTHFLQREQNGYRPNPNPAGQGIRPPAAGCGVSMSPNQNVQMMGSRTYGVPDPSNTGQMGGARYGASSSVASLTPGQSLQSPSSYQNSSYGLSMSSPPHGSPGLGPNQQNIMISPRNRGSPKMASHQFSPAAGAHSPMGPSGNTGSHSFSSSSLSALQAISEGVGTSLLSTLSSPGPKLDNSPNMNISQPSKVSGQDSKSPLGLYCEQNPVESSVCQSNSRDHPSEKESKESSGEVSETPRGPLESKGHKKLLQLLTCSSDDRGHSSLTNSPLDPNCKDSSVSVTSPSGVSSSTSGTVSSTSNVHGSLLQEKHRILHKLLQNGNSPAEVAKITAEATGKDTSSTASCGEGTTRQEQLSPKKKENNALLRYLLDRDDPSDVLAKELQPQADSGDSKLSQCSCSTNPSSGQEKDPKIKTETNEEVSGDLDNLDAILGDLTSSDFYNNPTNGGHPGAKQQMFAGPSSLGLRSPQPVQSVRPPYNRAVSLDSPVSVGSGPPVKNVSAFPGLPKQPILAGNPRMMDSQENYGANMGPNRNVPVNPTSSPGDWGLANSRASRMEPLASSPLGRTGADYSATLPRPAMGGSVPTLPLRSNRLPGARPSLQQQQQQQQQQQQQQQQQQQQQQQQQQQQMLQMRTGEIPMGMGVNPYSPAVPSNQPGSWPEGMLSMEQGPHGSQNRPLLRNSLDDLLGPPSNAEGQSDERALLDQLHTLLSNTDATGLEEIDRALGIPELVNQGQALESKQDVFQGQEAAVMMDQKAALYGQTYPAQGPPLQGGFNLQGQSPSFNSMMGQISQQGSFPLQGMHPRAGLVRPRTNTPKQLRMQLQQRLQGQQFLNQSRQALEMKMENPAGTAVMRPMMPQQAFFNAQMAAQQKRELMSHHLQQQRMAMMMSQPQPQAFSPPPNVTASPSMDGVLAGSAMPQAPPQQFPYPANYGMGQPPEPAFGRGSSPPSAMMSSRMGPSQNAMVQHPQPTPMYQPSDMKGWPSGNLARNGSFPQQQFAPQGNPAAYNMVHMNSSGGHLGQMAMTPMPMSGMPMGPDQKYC
NALP1 yeast inh: inhibitors of NALP1 inflammasome in yeast. AID 2071. 280,000 tested, 0.61% active. S. cerevisiae NALP1/ASC/caspase-1 growth, X-gal OD620, 72 h. inhibition, % at 10 µM; in the data active = inhibition mostly above about 24%, no sharp cut-off; inactive = mostly below about 32%; note: some compounds called inactive have numbers as strong as hits
IDE act: boosts human insulin-degrading enzyme activity in HEK cells; P14735; FAbeta-B cleavage, fluorescence polarization; 0% vehicle, 100% cell-free pure enzyme wells; activation, % at 5.96 µM; 340,000 tested, 0.073% active;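 active = activation above the mean of all tested compounds plus 3 SD, set per screening campaign, cut at about 17% in these data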
UBC9 SUMO inh: inhibitors of human SUMOylation (UBC9) | P63279 | HTRF SUMOylation assay, SAE1/SAE2 + UBC9, in vitro | inhibition, % at 35 µM | 290,000 tested, 0.36% active | AID 2006; in the data active = inhibition above about 50%, passing the limit was not always enough; note: strong numbers were not always called active
PfM18AAP inh: blocks P. falciparum M18 aspartyl aminopeptidase. inhibition, % at 7.35 µM. 290,000 tested, 1.2% active. recombinant PfM18AAP, H-Glu-NHMec fluorogenic cleavage;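 active = inhibition above the campaign mean inhibition over all tested compounds plus 3 SD, cut at about 28% in these data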;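 note: 0% = plate median of test compound wells and 100% = 2 mM ZnCl2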
MEKK3 PB1 HTS: MEKK3-MEK5 PB1 interaction, increase or decrease; Q99759; 290,000 tested, 1.4% active; binding response (% of control), % at 10 µM; bead-based flow cytometry, Alexa488-MEK5 binding to MEKK3; actives lie on both sides; 0 = blocked by unlabeled MEK5, 100 = vehicle; AID 1529;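 active = binding response more than 3 SD above or below the average of its plate-row segment, actives on both sides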;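 note: Alexa488 bead fluorescence after subtracting the streptavidin-only scavenger bead signal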
* = called active by the depositor; . = no result given; [ ] = dose if it differs, or a comment. Not all compounds are listed, so the mix of outcomes need not match the whole.

IDE cell inh,MEKK2mut PB1 HTS,MEKK2wt PB1 HTS,pCIP destab,NALP1 yeast inh,IDE act,UBC9 SUMO inh,PfM18AAP inh,MEKK3 PB1 HTS,mol
0,-1,101,-5,-5,3,12,-3,100,COc1ccc(CNC(=O)C/C(C)=N/NC(=O)COc2ccc(Br)cc2)cc1
1,-3,103,-13,9,8,19,-4,102,Cc1cccc(C(=O)Nc2ccccc2-c2nnn(CC(=O)Nc3ccc4c(c3)OCCO4)n2)c1
4,4,100,-9,14,4,25,-10,102,COCCc1nnc(NC(=O)Cc2ccccc2)s1
3,22,146*,1,11,-2,6,1,106,CN1CCC(CN)(N2CCN(c3ccccc3)CC2)CC1
-1,0,104,-10,10,9,-3,1,103,CCOc1ccc(Br)cc1CNc1ccc2c(c1)OCCO2
2,3,101,.,.,-1,.,.,104,CCOC(=O)C1=C(C)N(CCCC(=O)O)C(=O)NC1c1ccccc1OS(=O)(=O)c1ccccc1[N+](=O)[O-] (stereo not given)
-2,3,117,-13,18,2,15,0,121,CCc1ccc(CSc2nccn2-c2ccccc2)cc1
.,-17,90,0,10,.,15,4,91,O=C(/C=C/c1cccc([N+](=O)[O-])c1)NC(=S)Nc1ccccc1C(=O)O
6,-5,87,-9,-1,4,8,9,94,COc1ccc2ccccc2c1CNCCCN1CCOCC1
-1,-2,104,-14,-14,9,8,-1,96,COc1ccc(-c2nnc(NC(=O)C(C)C)o2)cc1
-1,-2,100,-4,-1,4,8,-2,99,COc1ccc(/C=C(\NC(=O)c2ccccc2)C(=O)OC[C@@H]2CCC[N+]3(C)CCCCC23)cc1OC (stereo not given in full)
2,-14,100,-4,.,3,-6,-4,97,COc1ccc(N2CCN(C(c3ccc4ncccc4c3)c3nnnn3C(C)C)CC2)cc1 (stereo not given)
8,5,106,1,.,-5,7,4,102,CN(C)c1ccc(C2CNC(c3ccc(Cl)c([N+](=O)[O-])c3)c3[nH]c4ccccc4c32)cc1 (stereo not given)
1,-2,100,-7,17,-1,-2,-3,99,CC(C)C(C)(C#N)NC(=O)CN1C(=O)NC2(CCCc3ccccc32)C1=O (stereo not given)
0,0,98,13,7,3,9,-7,98,Cc1ccc(C2c3[nH]c4ccccc4c3C[C@H]3C(=O)N(c4ccccc4C(=O)N4CCC[C@H]4C(=O)O)C(=O)N23)cc1 (stereo not given in full)
-4,-1,98,-14,-6,6,2,-2,100,CC(C)(C)C(=O)Nc1nnc(SCc2ccc(F)cc2)s1
-1,8,115,-11,44,1,-15,-10,100,CC1CCC(C(C)C)C(OC(=O)COC(=O)c2ccc(N)cc2)C1 (stereo not given)
-14,3,102,4,-11,4,17,-2,102,Cc1c(C(=O)N2CCCCC2)c(S(=O)(=O)N(C)Cc2ccco2)c(C)n1C
4,-1,99,6,18,3,6,-3,93,CCOC(=O)c1cnc2c(ccc3ccccc32)c1N
0,-8,92,-12,20,3,4,-3,97,NC(=O)c1ccc(NC(=O)COC(=O)CCSc2ccccc2)cc1
5,8,105,-8,3,-3,-2,9,107,Cc1cc(C(=O)NNC(=S)Nc2ccccc2C)cs1
-1,5,106,-3,2,-1,8,7,104,O=C(NCCOc1ccc(F)cc1)C1CCC(=O)N(CCc2ccccn2)C1 (stereo not given)
2,-49,62*[inhibitor],-16,26,-2,23,-15,65*[inhibitor],NC(=O)NC(=O)COC(=O)c1cccnc1Nc1ccccc1F
3,10,118,4,40,3,1,-11,98,C/C(=N\NC(=O)c1ccccc1)c1ccc(-n2ccnc2)cc1
7,-1,109,-6,0,1,25,2,106,CNC(=S)N(Cc1cc2ccc(OC)cc2[nH]c1=O)CC1CCCO1 (stereo not given)

Single records, as listed above. Screens in order: IDE cell inh | MEKK2mut PB1 HTS | MEKK2wt PB1 HTS | pCIP destab | NALP1 yeast inh | IDE act | UBC9 SUMO inh | PfM18AAP inh | MEKK3 PB1 HTS
O=C(NCCOc1ccc(F)cc1)C1CCC(=O)N(CCc2ccccn2)C1 (stereo not given) as listed: -1 | 5 | 106 | -3 | 2 | -1 | 8 | 7 | 104
Cc1cc(C(=O)NNC(=S)Nc2ccccc2C)cs1 as listed: 5 | 8 | 105 | -8 | 3 | -3 | -2 | 9 | 107
CCOC(=O)c1cnc2c(ccc3ccccc32)c1N as listed: 4 | -1 | 99 | 6 | 18 | 3 | 6 | -3 | 93

Further structures:
IDE cell inh,MEKK2mut PB1 HTS,MEKK2wt PB1 HTS,pCIP destab,NALP1 yeast inh,IDE act,UBC9 SUMO inh,PfM18AAP inh,MEKK3 PB1 HTS,mol
-3,6,97,2,26,0,7,-7,110,Cc1nc2ccc(S(=O)(=O)Nc3cc(-c4nc5cccnc5s4)ccc3C)cc2s1
-2,2,101,4,2,0,-2,1,105,N#CSC(c1ccccc1)c1nc2ccccc2[nH]c1=O (stereo not given)
3,20,110,-18,.,.,28,-10,122,Cc1nc(-c2ccccn2)nc(SCC(=O)c2ccccc2)c1Cl
3,10,113,-4,1,0,6,2,111,O=C(c1ccc(Cl)c(Cl)c1)N1CCN(Cc2ccc3c(c2)OCO3)CC1
0,-3,101,-4,10,2,11,6,101,Cc1cccc(C)c1-n1c(SCC(=O)NCc2ccco2)nc2ccccc2c1=O
3,1,101,-1,0,3,29,-2,98,COc1ccc(NC(=O)C(=O)c2cn(CC(=O)N3CCCC3)c3ccccc23)c(OC)c1
7,4,100,-2,5,-2,18,-9,104,O=C(NCCc1ccncc1)Nc1ccc(Cl)c(Cl)c1
3,-6,89,2,14,-2,-9,3,86,Cc1ccc(SCCC(=O)N(C)C)cc1
0,4,103,4,-7,0,11,5,103,COc1ccccc1-n1cnnc1SCC(=O)Nc1ncc(Cl)cc1Cl
2,4,103,4,9,-1,6,4,103,Cc1ccc(Sc2ccc(C(=O)N(C)C)cc2[N+](=O)[O-])cc1
0,0,105,-3,26,2,-9,-3,108,CCNS(=O)(=O)c1cccc(C(=O)c2c(C)cc3ccccn23)c1
-1,2,102,-24,17,1,13,5,102,O=C(CSc1nnc(NC(=O)c2ccccc2[N+](=O)[O-])s1)NC1CCCC1
-1,.,.,-13,4,3,8,5,.,O=C(CS(=O)(=O)Cc1ccccc1)Nc1cccnc1
8,-11,88,-14,12,.,22,5,99,CC1=NN(c2nc(-c3ccc(C)cc3)cs2)C(=O)C1N=Nc1ccccc1O (stereo not given)
.,2,109,1,-2,3,17,2,107,Cc1c(O)ccc2c(=O)c(Oc3ccccc3)coc12
8,4,103,-9,0,2,0,-5,107,N#Cc1nc(COc2ccc(F)cc2)oc1NCCN1CCOCC1
-4,0,102,-7,-2,7,1,-6,103,OCCC1CN(Cc2cnc(-c3ccccc3)s2)CCN1C1CCCCC1 (stereo not given)
-4,-2,98,-7,-1,3,-16,0,97,COCCNC(=O)c1ccc(CS(=O)(=O)c2ccc(Cl)cc2)o1
5,1,95,1,4,0,-4,-27,100,CC(=O)c1nn(-c2cccc(Cl)c2)cc1C(=O)c1ccco1
-3,14,108,-10,9,-2,6,-11,109,CC1CC(C)CN(S(=O)(=O)c2ccc(C(=O)Nc3nnc(C4CC4)o3)cc2)C1 (stereo not given)
4,-1,100,-1,-4,0,-8,1,100,Cc1nc(-c2ccc(C(=O)NCCO)cc2)cs1
4,-4,92,-15,19,-2,4,8,98,Fc1ccc(NC(=S)Nc2cc(-c3ccccc3)[nH]n2)cc1Cl
-5,4,105,-5,-6,1,20,9,103,Cc1cc(NC(=O)CSc2nnc(-c3cccc(Cl)c3)o2)no1
2,8,101,-6,16,0,6,0,101,CCN(Cc1ccccc1)C(=O)Cn1c(=O)n(CC(=O)N2CCCCC2)c(=O)c2sccc21
-2,-3,94,7,-13,2,-21,5,101,O=C(CSc1nccn1-c1ccc(F)cc1)NCc1ccc(F)cc1
5,-3,96,-6,43*,5,-1,-10,95,Clc1ccccc1CO/N=C1\CCCc2nonc21
5,0,103,-6,15,5,12,-7,102,C/C(=N\NC(=O)c1cccc(S(=O)(=O)Nc2ccccc2Cl)c1)c1ccco1
-3,2,96,-7,10,3,-2,1,97,CC(O)C(NS(=O)(=O)c1ccc(Cl)cc1)C(=O)OCc1nnc(-c2ccccc2)o1 (stereo not given)
0,7,102,-4,3,-1,3,8,105,O=C(NCc1ccccc1)C1CC(=O)N(c2ccc(OCC(=O)N3CCCC3)cc2)C1 (stereo not given)
1,4,105,-7,22,4,-6,-2,108,Cc1onc(-c2ccccc2)c1C(=O)Nc1ccc(S(=O)(=O)N2CCCCC2)cc1
3,2,109,-38,-3,4,18,-14,106,CC(=O)N(C(C)=O)c1nc2nc(C)cc(C)n2n1
0,3,98,-7,10,2,32,-4,104,COc1ccc(NC(=O)c2cc(-c3ccncc3)nc3ccc(Br)cc23)cc1OC
4,-7,77,-9,21,-1,11,-7,67,COC(=O)c1cn(-c2nc(C)c3c(n2)CCC3)nn1
-1,0,100,5,7,4,-12,-3,104,COC(=O)c1ccc(Cn2nnc3c(=O)[nH]c(C4CCN(S(=O)(=O)c5ccc(F)cc5)CC4)nc32)cc1
4,3,80,-3,21,-1,8,7,100,CC(=O)Nc1ccc(SCc2csc(C)n2)cc1
8,-2,92,14,6,0,-9,11,103,C/C(=N\Nc1ccc(Cl)c(C(=O)O)c1)c1cc2ccccc2o1
2,-1,100,2,10,3,19,-6,100,CCOC(=O)CNc1nc(C#N)nc(N2CCOCC2)n1
1,5,106,-4,4,5,8,-7,103,CC(C)N1CCN(Cc2cccn2-c2nccs2)CC1CCO (stereo not given)
9,4,111,-14,9,-3,5,-15,116,O=[N+]([O-])c1ccc(N2CCCCCC2)c(S(=O)(=O)N2CCCCC2)c1
1,-22,97,-16,.,.,6,10,89,COc1ccc(OC)c2c(=O)cc(C(=O)O)[nH]c12
7,-13,101,-11,27,-5,18,-4,99,Cc1ccc(-n2nc3c(N4CCC(C(=O)N5CCN(C)CC5)CC4)nnc(C)c3c2C)cc1
2,-2,104,-9,19,3,10,-7,100,CCCN1CCN(CCCNC(=O)CN2C(=O)c3cccnc3Oc3ccc(Cl)cc32)CC1
0,5,103,-7,10,8,13,-1,100,O=C(Cn1cc(C(F)(F)F)ccc1=O)N1CCN(S(=O)(=O)c2ccc(Cl)cc2)CC1
-4,-4,93,-5,-14,-4,24,-13,93,COc1ccc(-c2cc(C(F)(F)F)n3nc(C(=O)N4CCCCC4)cc3n2)cc1
4,-1,104,-16,-10,5,5,22,100,CC(C)NC(=S)Nc1c(N)[nH]c(=O)[nH]c1=O
2,16,95,12,17,4,16,4,102,C=CCNC(=O)/C(C#N)=C/c1c(C)nn(-c2ccc(Cl)cc2)c1Cl
4,-7,90,7,6,3,1,-4,92,CCCn1c(C2CC(=O)N(c3ccc(C)cc3)C2)nc2ccccc21 (stereo not given)
10,8,100,-3,-7,-30,-3,-13,100,C=CCNc1nnc(SC2CC(=O)N(c3ccc(OC)cc3)C2=O)s1 (stereo not given)
3,12,114,-6,-1,0,-3,0,106,O=C(CSc1nnc(CNC(=O)c2cccc(C(F)(F)F)c2)o1)NCC1CCCO1 (stereo not given)
4,13,120,-10,11,5,18,-4,109,CCN1CCN(C(CNC(=O)c2ccc3c(c2)OCO3)c2cccnc2)CC1 (stereo not given)

Next entries:
IDE cell inh,MEKK2mut PB1 HTS,MEKK2wt PB1 HTS,pCIP destab,NALP1 yeast inh,IDE act,UBC9 SUMO inh,PfM18AAP inh,MEKK3 PB1 HTS,mol
-2,2,103,3,23,2,18,5,102,CCN(CCn1cccn1)C(=O)CC1C(=O)NCCN1CCc1ccccc1 (stereo not given)
1,4,108,-9,-3,3,-1,1,108,O=C(CCCOc1ccc(Cl)cc1)NCCc1ccccc1
2,3,105,4,14,3,-3,-1,104,CC(C)c1ccc(C(=O)OCC(=O)NC2CCCC2)cc1
4,-3,100,-12,10,-5,-3,3,98,Cc1ccccc1C(=O)N1CCc2c([nH]c3ccccc23)C1C(F)(F)F (stereo not given)
